Mdm2 ligase inh: MDM2-luciferase reporter signal enhancers, primary screen, MDM2 E3 ligase inhibitor project, cell-based, luminescence, 1536-well; E3 ubiquitin-protein ligase Mdm2 (Homo sapiens), Q00987; cell-based MDM2 ubiquitination luciferase reporter, 2 h; 0 = plate control, 100 = twice control, blank-subtracted; signal enhancement, % at 5 µM; hit rate 0.11% among 210,000;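 active = signal enhancement of 30% or more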;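 also: luminescence tracks abundance of the self-degrading MDM2-luciferase fusion protein; higher signal means inhibition of MDM2 E3 ligase activity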
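Assay system: stable mammalian line carrying autodegrading MDM2–luciferase fusion reporter; amount: 2000 cells seeded into each well; buffer or medium: DMEM; benchmarks: plate control and blank wells; signal: luciferase luminescence; timing: 2 h compound exposure at 37 °C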
NPY-Y2 PAM-ag: NPY-Y2 potentiators or agonists, primary screen, cell-based | hit rate 0.45% among 220,000 | Neuropeptide Y receptor type 2 (Homo sapiens), P49146 | cells expressing NPY-Y2, potentiator/agonist read-out | AID 1359, 2008 | activation, % at 3.6 µM; in the data active = activation above about 27%;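 also: cells stimulated with NPY near EC25 plus isoproterenol at EC100; 0% = vehicle plus submaximal agonist and 100% = vehicle plus saturating agonist; some results beyond the cut were filed as inactive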
RBBP9 inhibitor: human RBBP9 inhibitors, primary screen, biochemical, fluorescence polarization, FP-Rh probe, HTS. Serine hydrolase RBBP9 (Homo sapiens), O75884. recombinant RBBP9. inhibition, % at 7.94 µM. hit rate 0.2% among 220,000;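 active = inhibition above the campaign mean of all tested compounds plus 3 SD, cut at about 14% in these data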;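 also: plate controls were DMSO wells with RBBP9 for no effect and wells lacking RBBP9 protein for full effect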
Target sequence (O75884 whole entry, looked up): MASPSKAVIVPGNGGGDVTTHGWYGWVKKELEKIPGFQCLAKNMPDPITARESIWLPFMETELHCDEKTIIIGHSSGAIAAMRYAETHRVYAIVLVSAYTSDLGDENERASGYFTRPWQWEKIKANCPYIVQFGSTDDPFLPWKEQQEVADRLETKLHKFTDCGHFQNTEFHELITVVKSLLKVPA
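System: RBBP9 protein | Quantity: 2.5 µM RBBP9 dispensing solution, before mixing | Reagent: FP-Rh probe, 375 nM dispensing solution | Timing: Enzyme-compound preincubation 30 min, then probe labeling 45 min, 25 °C | Measured by: Fluorescence polarization | Read-out: % inhibition | Replication: One well per compound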
Runt-SMMHC FRET: inhibitors of RUNX1 Runt–CBFb-SMMHC binding, primary screen, biochemical, FRET, Cerulean-Runt, Venus-CBFb-SMMHC, uHTS; Runt-related transcription factor 1 (Homo sapiens) + Core-binding factor subunit beta …; Cerulean-Runt/Venus-CBFb-SMMHC FRET ratio 530/480, 1 h; inhibition, % at 20 µM; hit rate 0.74% among 220,000;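 active = mean inhibition across duplicate retests at 20 µM reaching about 50%, limit read from the data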;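 also: 0% = DMSO wells and 100% = wells with excess untagged CBFb-SMMHC; inhibitors lower the FRET ratio by blocking Runt binding to CBFb-SMMHC; some results filed as inactive read as strong as hits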
Target sequence (Q01196 whole entry, looked up): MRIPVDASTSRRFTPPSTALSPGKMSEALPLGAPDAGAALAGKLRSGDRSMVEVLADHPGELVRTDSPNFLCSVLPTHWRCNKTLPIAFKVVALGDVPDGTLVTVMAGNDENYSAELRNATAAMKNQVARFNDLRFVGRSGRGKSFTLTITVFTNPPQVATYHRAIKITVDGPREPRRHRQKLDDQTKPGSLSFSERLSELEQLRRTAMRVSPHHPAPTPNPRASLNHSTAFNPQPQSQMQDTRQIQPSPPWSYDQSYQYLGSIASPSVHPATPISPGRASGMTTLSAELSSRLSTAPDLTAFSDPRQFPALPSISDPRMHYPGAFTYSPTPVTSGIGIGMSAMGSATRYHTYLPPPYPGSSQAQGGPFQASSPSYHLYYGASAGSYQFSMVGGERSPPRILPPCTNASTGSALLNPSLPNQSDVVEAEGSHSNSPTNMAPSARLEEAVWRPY
Target sequence (Q13951 whole entry, looked up): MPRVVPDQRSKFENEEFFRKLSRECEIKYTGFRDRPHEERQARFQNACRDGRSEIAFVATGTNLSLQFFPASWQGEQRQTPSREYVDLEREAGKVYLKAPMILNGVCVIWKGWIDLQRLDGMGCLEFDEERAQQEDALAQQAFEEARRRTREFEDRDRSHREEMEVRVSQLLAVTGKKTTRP
Runt-CBFb FRET: inhibitors of RUNX1 Runt–CBFb binding, primary screen, biochemical, FRET, Cerulean-Runt, Venus-CBFb, uHTS. Runt-related transcription factor 1 (Homo sapiens) + Core-binding factor subunit beta …. Cerulean-Runt/Venus-CBFb FRET ratio 530/480, 1 h. inhibition, % at 20 µM. hit rate 0.46% among 220,000. AID 1496, 2009;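 active = inhibition over about 50% at 20 µM in the single-dose screen, limit read from the data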;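 also: 0% = DMSO wells and 100% = excess unlabeled CBFb competitor control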
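Measured by: fluorescence energy transfer, 422 nm excitation, 530/480 nm emission; test system: Cerulean-tagged RUNX1 Runt domain (FRET donor) fusion protein; buffer or medium: Tris pH 7.5 buffer with BSA; compound: one dose, 20 µM compound, 1% DMSO; times: two 1 h room-temperature incubations shielded from light; benchmarks: unlabeled CBFb 5 µM, positive control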
NPY Y1 blocker: NPY-Y1 receptor antagonists, primary screen, cell-based | Neuropeptide Y receptor type 1 (Homo sapiens), P25929 | HEK293-CNG Y1 cells, membrane potential fluorescence; NPY at EC95, then isoproterenol | inhibition, % at 3.6 µM | hit rate 1% among 200,000 | AID 1040, 2008;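 active = inhibition above the campaign mean inhibition of all tested compounds plus 3 SD, cut at about 20% in these data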;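 also: 0% = DMSO wells given NPY plus isoproterenol and 100% = isoproterenol alone without NPY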
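Benchmarks – high control isoproterenol alone, low control NPY with isoproterenol · Material – HEK293 Y1/CNG channel cell line · Times – dye 3 h, compound 60 min room temperature, stimulation 45 min · Probe or stimulus – NPY (25 nM), isoproterenol (1 µM), Ro 20-1724 (25 µM) · Evaluation – % inhibition of NPY effect · Signal – fluorescence, membrane potential probe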
NPY1 pot ag: NPY-Y1 receptor potentiators or agonists, primary screen, cell-based. NPY-Y1 expressing cells, potentiator/agonist activation. activation, % at 3.6 µM. AID 1304, 2008. hit rate 0.37% among 220,000; in the data active = activation above about 33%, passing the limit was not always enough;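 also: cells stimulated with NPY at EC10 then isoproterenol at EC100; 0% = low agonist plus stimulus and 100% = saturating agonist plus stimulus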
Hck-Nef inh: inhibitors of Nef-activated human Hck kinase, primary screen, biochemical, Z-Lyte FRET, 384-well, Hck-YEEI; AID 463187, 2010; hit rate 0.68% among 220,000; inhibition, % at 20 µM; Tyrosine-protein kinase HCK (Homo sapiens), P08631; Recombinant Hck-YEEI plus Nef, Z-Lyte FRET kinase assay;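 active = Hck-Nef kinase inhibition above about 50%, limit read from the data; inactive = inhibition below that limit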;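 also: 0% = DMSO with Hck plus Nef and 100% = Hck alone without Nef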
p97 inhibitor: inhibitors of human p97 ATPase, primary screen, biochemical. Transitional endoplasmic reticulum ATPase (Homo sapiens), P55072. recombinant p97 ATPase, Kinase-Glo ATP luminescence, 3 h. hit rate 0.42% among 220,000. inhibition, % at 8 µM; in the data active = inhibition above about 15%;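 also: 0% = DMSO vehicle and 100% = wells lacking enzyme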
* = called active by the depositor; x = not tested or not shown.

compound | Mdm2 ligase inh | NPY-Y2 PAM-ag | RBBP9 inhibitor | Runt-SMMHC FRET | Runt-CBFb FRET | NPY Y1 blocker | NPY1 pot ag | Hck-Nef inh | p97 inhibitor
Cc1ccc(OCC(=O)NNC(=S)NC(=O)C(C)(C)C)c(Br)c1 | -9 | -14 | -10 | 8 | 7 | 6 | 7 | 16 | 4
CCN=C1Cn2c(nc3scc(-c4ccccc4)c3c2=O)CN1CC | -6 | -18 | -2 | -4 | -2 | -4 | -6 | 0 | -2
CN1C[C@@H]2C(c3ccccc3)C3(c4cccnc4)CC2(C3)[C@H]1c1ccccc1 (stereo partly specified) | 21 | x | x | 2 | 1 | x | x | 29 | x
CCOC(=O)N1CCN(Cc2oc(CO)cc(=O)c2O)CC1 | -10 | 16 | -2 | -8 | -3 | -1 | 10 | 1 | 6
COc1ccc(C2=NOC(CNC(=S)N3CCOCC3)C2)cc1 (stereo unspecified) | 3 | -18 | 6 | -6 | -2 | x | 39 | -12 | 8
N#Cc1nc(-c2ccc(OCc3ccc(Cl)cc3)cc2)oc1NCCCn1ccnc1 | -24 | -7 | 0 | -42 | -7 | 3 | -6 | 2 | 1
COc1ccc(NC(=O)[C@@H](NC(=O)c2ccccc2)C(C)C)cc1S(=O)(=O)N1CCCCC1 | -11 | -7 | 0 | -4 | -3 | 4 | 6 | 1 | -3
CC(NCCC(Cc1ccccc1)c1ccco1)c1ccccc1 (stereo unspecified) | 0 | -16 | 2 | 1 | 0 | x | 27 | 20 | -1
CCOCCCNC(=O)c1ccc2c(c1)N(Cc1ccccc1)C(=O)CS2=O (stereo unspecified) | -5 | 8 | -2 | -1 | 0 | -3 | 25 | 23 | 4
CCCn1nnnc1SCC(=O)c1ccc(NC(C)=O)cc1 | -7 | 13 | -6 | -38 | 0 | 0 | 0 | 0 | 4
Fc1cc(F)cc(-c2oncc2-c2nnnn2-c2ccccc2)c1 | x | 9 | -3 | -4 | -4 | 6 | -3 | 1 | 2
COc1cc(C=O)ccc1OCC(=O)N1CCCC1 | 0 | -3 | -5 | 2 | -1 | 5 | 8 | 11 | 4
CCOC(=O)CSC1=C(C#N)C(c2ccccc2OCC)C(C#N)C(=O)N1 (stereo unspecified) | -8 | -12 | -10 | 1 | 2 | 5 | -20 | 0 | 1
CN(C)c1ccc(/C=C/C(=O)c2cc(Cl)ccc2O)cc1 | -5 | -10 | 0 | -26 | -13 | x | -10 | 13 | 1
COc1ccc(/C=N/NC(=O)c2ccoc2C)cc1COc1c(C)cccc1C | -45 | 21 | -12 | 4 | 0 | 5 | -15 | -1 | -1
CCOC(=O)C(C)c1c(C(=O)c2ccc(C)nc2)c2ccccc2n1C (stereo unspecified) | -3 | 0 | 4 | 52* | 4 | x | 0 | 2 | 1
Cc1cc(N2CCC(C(=O)NC3CC3)CC2)nc(-c2ccccc2)n1 | 2 | -11 | -1 | 1 | 0 | 6 | -34 | -1 | -8
O=C1CCCC2=C1C(c1ccco1)Nc1ccc(C(=O)c3ccccc3)cc1N2 (stereo unspecified) | -5 | 10 | -4 | -22 | -2 | 0 | 7 | 0 | 0
COc1ccc(OCCn2cc(/C=N/NC(=O)c3ccncc3)c3ccccc32)cc1 | -20 | -3 | 0 | -4 | -11 | 4 | -20 | 5 | 5
CCOc1ccc(N(CC(=O)NCC2CCCO2)C(=O)CCC(=O)Nc2ccccn2)cc1 (stereo unspecified) | -5 | -1 | 4 | 3 | -1 | 2 | 8 | -9 | -1
COc1ccc([N+](=O)[O-])cc1NC(=O)CN(C)S(=O)(=O)c1ccccc1 | -6 | 9 | -6 | 3 | -1 | 10 | -13 | 22 | 1
C=CCSc1nc(N)c(C(=O)Nc2ccccc2C)cc1C(N)=O | -4 | 12 | -2 | -1 | 2 | -3 | 29 | -7 | 4
CC(=O)Nc1ccc(C(=O)n2cnc3cc(C)c(C)cc32)cc1 | -11 | -3 | -4 | 1 | -1 | 2 | -19 | 1 | -4
CC1=NN(c2ccc(C(=O)O)c(N)c2)C(=O)C1 | -9 | -13 | 6 | 11 | 15 | -1 | -10 | 41 | 10
COC(=O)c1ccccc1NC(=O)c1cccc(NC(=O)c2ccc(Br)o2)c1C | -10 | 2 | 3 | 2 | 1 | 9 | -21 | 0 | 4
O=C(CCc1nc(-c2ccccc2)no1)NCc1cccnc1 | -16 | -3 | -6 | -1 | 2 | 5 | -44 | 1 | -7
Cc1ccc(C)c(S(=O)(=O)N2CC(=O)N(CCc3ccccc3)C(=O)C2)c1 | -3 | -21 | -9 | -10 | -4 | 5 | -18 | 3 | 2
O=C(COC(=O)c1ccncc1)Nc1cc(Cl)c(Cl)cc1Cl | -14 | -7 | -5 | 1 | 44 | -2 | 12 | -1 | 1
COc1cc(OC)cc(-c2cc(NC(C)=O)n[nH]2)c1 | -6 | 13 | -3 | 3 | 2 | 2 | 16 | 3 | 7
CCOC(=O)C(NC(=O)c1cccc(Cl)c1)(OCc1ccc(F)cc1)C(F)(F)F (stereo unspecified) | 4 | -13 | -2 | -7 | -4 | 0 | -9 | 0 | 3
Cc1c(Cl)ccc2c(C(=O)O)cc(-c3ccccc3)nc12 | -6 | -2 | 1 | -5 | 4 | x | -7 | 3 | 10
CCc1c(C)[nH]c2ccccc2c1=O | -9 | 10 | -13 | 2 | -1 | -2 | 0 | -5 | -5
O=c1oc2ccccc2nc1/C=C(O)/C=C/c1ccc(F)cc1 | -4 | -4 | -10 | 7 | 7 | 5 | 20 | 11 | 3
CCCOC(=O)Cn1c(=O)c2cc3c(=O)n(CC(=O)OCCC)c(=O)c3cc2c1=O | -4 | 0 | 3 | 3 | 2 | 1 | 5 | -1 | 6
COC(=O)/C(=C/c1ccc(F)cc1)NC(C)=O | -7 | -1 | -6 | 1 | 2 | 7 | -20 | 4 | 3
CC(=O)NCCNC(=O)C1CCCCN1S(=O)(=O)c1ccccc1 (stereo unspecified) | -1 | 9 | 1 | -2 | 2 | 3 | 4 | 25 | 7
O=C(COc1ccc(Cl)cc1Cl)Nc1c(-c2cccs2)nc2ccccn12 | -5 | 3 | -7 | -14 | 43 | 4 | -26 | 4 | 5
COC(=O)c1ccc(CSc2nc3ccccc3c(=O)n2-c2ccc(OC)c(OC)c2)o1 | -7 | 4 | -6 | -3 | 4 | 10 | -11 | 0 | 0
O=C(CN1CCN(C/C=C/c2ccccc2)CC1)Nc1ccccc1C(=O)NC1CC1 | -3 | -7 | -7 | -2 | 2 | x | -49 | 12 | -4
O=C(Nc1sc2c(c1C(=O)O)CCCCC2)c1ccccc1 | -17 | -6 | -2 | -6 | 3 | -1 | 1 | 20 | 6
Cc1ccc(CNc2ccc3c(c2)ncn3C)cc1 | 5 | 4 | -6 | 7 | 21 | 5 | 17 | 1 | 4
Cc1ccc(/C=C/C(=O)NCc2ccncc2)cc1 | -10 | 7 | -7 | 1 | 0 | 5 | -3 | 0 | 3
OCCNc1nc(C2CC2)nc2c1nnn2Cc1ccccc1Cl | -6 | -19 | -5 | 0 | -2 | 2 | -16 | -4 | -5
COc1ccc(Cn2c(=O)[nH]c3cc(C(=O)NCCCN4CCCC4=O)ccc3c2=O)cc1 | 4 | -1 | -3 | 1 | -1 | 2 | -3 | 2 | -2
CCCCCCC1CC(=O)NC(=O)N1 (stereo unspecified) | -21 | 8 | -5 | 0 | -1 | x | 13 | -3 | -2

Part of the list above, showing only Hck-Nef inh:
| SMILES | Hck-Nef inh |
| --- | --- |
| CCCOC(=O)Cn1c(=O)c2cc3c(=O)n(CC(=O)OCCC)c(=O)c3cc2c1=O | -1 |
| COC(=O)/C(=C/c1ccc(F)cc1)NC(C)=O | 4 |

(cont.)
compound | Mdm2 ligase inh | NPY-Y2 PAM-ag | RBBP9 inhibitor | Runt-SMMHC FRET | Runt-CBFb FRET | NPY Y1 blocker | NPY1 pot ag | Hck-Nef inh | p97 inhibitor
Nc1cccc(NP(=O)(c2ccccc2)c2ccccc2)c1 | -3 | -7 | -4 | 1 | -1 | x | 9 | 15 | 6
CCOCCCNC(=O)c1c[nH]c2c(CC)cccc2c1=O | 6 | -3 | 1 | 3 | 2 | -2 | 0 | 19 | 4
Cc1nnc(SCC(=O)c2ccc(S(=O)(=O)N3CCOCC3)cc2)n1-c1ccccc1 | -19 | 21 | -2 | -3 | -2 | -1 | -15 | 0 | 1
COc1ccccc1N(CC(=O)N(CC(C)C)CC(C)C)S(=O)(=O)c1cccs1 | -13 | -13 | -4 | 3 | -2 | 20 | 2 | -3 | -9
CC1=CC(c2ccccc2)n2nc(N3C(=O)CCC3=O)nc2N1 (stereo unspecified) | 1 | 4 | -5 | 2 | 3 | 0 | -8 | 9 | 6
CCC(Sc1nc2c(cnn2-c2ccccc2)c(=O)[nH]1)C(=O)OC (stereo unspecified) | -1 | -17 | -10 | 6 | -2 | 0 | 5 | 7 | -2
Cc1c(NC(=O)C2CC=CCC2C(=O)O)c(=O)n(-c2ccccc2)n1C (stereo unspecified) | 16 | -3 | -6 | 1 | 0 | -3 | -4 | 0 | -1
O=C(Cn1nc(C(F)(F)F)c2c1CCCC2)NCCN1CCOCC1 | -12 | 3 | -11 | 1 | 0 | 0 | 16 | -1 | 9
CC(=O)CCc1oc2c([N+](=O)[O-])cccc2c1-c1ccc(C)o1 | 3 | -14 | -5 | 5 | 16 | 3 | -4 | 33 | -4
Cc1ccc(C(=O)N/N=C\c2c(C)nn(-c3ccccc3)c2Cl)cn1 | -11 | 0 | -1 | -1 | -2 | 7 | 4 | 0 | -16

Assay outcomes as filed in PubChem.
